Bioassay records deposited in PubChem by National Center for Advancing Translational Sciences (NCATS).
Nrf2 block = Nrf2 pathway inhibition; A549 ARE-Fluc reporter, luciferase luminescence, 18-24 h; hit rate 2.1% among 360,000; Potency, µM (series often up to 46 µM), for inactives: top-dose activity change, negative = inhibition, usual class: inhibitors; note: potency is the fitted concentration of half-maximal effect; % is set by controls: 0 for no effect and ±100 for the full control effect; nearly all actives have a fitted effect of over 60% in size
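Nrf2 function is reported as luminescence of an ARE-controlled luciferase in A549 cells. Compounds were tested at several concentrations, and a CellTiter-Fluor read on the same wells flagged cytotoxicity.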
A549 viability = kills or reduces viability of A549 cells in Nrf2 counter-screen; A549 ARE-Fluc cells, CellTiter-Fluor viability, 18-24 h; Potency, µM (titrated, usually from 46 µM), inactives show at the top dose activity change, negative = cytotoxicity, usual class: inhibitors; hit rate 0.16% among 390,000; AID 504648; note: potency is the fitted concentration of half-maximal effect; % is set by controls: 0 for no effect and ±100 for the full control effect
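A549 ARE_Fluc cells in 5% FBS OPTI-MEM were exposed to compounds in concentration-response for 18-24 h at 37 deg C. Viability was read by CellTiter-Fluor fluorescence (Ex 405/Em 525) after 30 min, before the luciferase read.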
Nrf2 ARE act = activates Nrf2 signaling | AREc32 ARE-luciferase reporter (MCF7-derived line), luminescence, 24 h | Potency, µM (series often up to 46.1 µM), for inactives: top-dose activation, actives largely listed as activators | hit rate 0.31% among 410,000 | AID 624171; note: potency is the fitted concentration of half-maximal effect; % of control where 0% means no effect; nearly all actives have a fitted effect of over 65% in size
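Nrf2 activation is followed as ARE-luciferase induction in the AREc32 line after one day of compound treatment; luminescence is read with Steady-Glo.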
Mm-Cpn inhibitor = inhibitors of Methanococcus maripaludis chaperonin (MmCpn) | hit rate 0.031% among 330,000 | Potency, µM (top dose mostly 76.9 µM), without a hit: at the top dose activity, negative = inhibition, hits mostly inhibitors | purified Mm-Cpn ATPase, ADP Transcreener TR-FRET; note: potency is the fitted concentration of half-maximal effect; % is set by controls: 0 for no effect and ±100 for the full control effect; nearly all actives have a fitted effect of over 80% in size
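Inhibition of chaperonin ATP hydrolysis is measured as reduced ADP production, detected by competitive TR-FRET in which signal falls with ADP. Final enzyme 25 nM and ATP 10 uM, reacted 30 min at 37°C.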
TGFb SMAD3 inh = inhibitors of TGF-b signaling; HepG2 CAGA-GFP TGF-b/SMAD3 reporter, GFP fluorescence, 18 h; TGF-beta stimulated, 500 pg/mL final; Potency, µM (highest dose often 46.1 µM), inactives show top-dose activity, negative = inhibition, usual class: inhibitors; hit rate 1.2% among 410,000; AID 588855; note: potency is the fitted concentration of half-maximal effect; % is set by controls: 0 for no effect and ±100 for the full control effect; nearly all actives have a fitted effect of over 65% in size
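First, reporter cells (HEPG2 CAGA-GFP) rested 2 h at 37 degrees C. Next, compounds were pinned in and TGF-beta added to 500 pg/mL final. After 18 h, GFP was imaged per cell and summed per well.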
CCT modulator = changes cytosolic chaperonin activity; purified chaperonin ATPase assay, HTRF ADP detection, 30 min; activity change, % (test concentration not listed), hits read low; hit rate 0.3% among 360,000; in the data active = activity change below about -30%; note: % is set by controls: 0 for no effect and ±100 for the full control effect
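First, chaperonin was dispensed at 40 nM or 20 nM final depending on batch activity. Next, compounds were pinned at 76 uM and ATP added at 10 uM. After 30 min at 37 °C, ADP detection reagents ran 30 min at ambient temperature.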
S2 tox = cell viability loss in ATXN counter-screen. S2 cells (HEK-293 line with an ATXN2-luciferase reporter) viability, CellTiter-Fluor protease fluorescence, 24 h. Potency, µM (titrated, usually from 56.7 µM), most hits filed as cytotoxic. hit rate 0.49% among 400,000; note: potency is the fitted concentration of half-maximal effect; nearly all actives have a fitted effect of over 40% in size
HepG2 viability = HepG2 cytotoxicity, counter-screen for TGF-b inhibitors. HepG2 CAGA-GFP viability, ATP luminescence, 18 h. Potency, µM (titrated, usually from 46.1 µM), without a hit: at the top dose activity change, negative = cytotoxicity, most hits filed as cytotoxic. hit rate 0.76% among 410,000; note: potency is the fitted concentration of half-maximal effect; some results filed as inactive show a strong effect at the top dose
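CellTiter-Glo luminescence gave cytotoxicity after 18 hours at 37 degrees C. The cells were HepG2 CAGA-GFP in 1% FBS DMEM, stimulated with 500 pg/mL TGF-beta after compound addition. %Activity was normalised to no-cell wells (complete cell-killing) and DMSO (no toxicity), and curves were fitted and classified.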
pAkt inh = inhibitors of Akt phosphorylation | hit rate 0.32% among 360,000 | Neuro2A IGF-stimulated pAkt S473 HTRF, 20 min; hits give low values | activity change, % for hits at 50 µM; in the data active = activity change below about -80%; inconclusive = mostly about -51% to -80%; note: % is set by controls: 0 for no effect and ±100 for the full control effect
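Neuro2A cells in DMEM with 0.5% FBS, overnight at 37 deg C, given compound at single 50 µM final, then IGF (6 nM final) for 20 min at 37 deg C. Lysed; phospho-Akt Ser473 by HTRF after 24 h, 665/615 ratio.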
Starred values were filed as active, the others as inactive; i = inactive; ? = inconclusive; · = not tested or not shown; & = joins results of further samples; [ ] = remark or other dose. Unless noted, calls come from the whole dose curve; as a rule, active = well fitted curve in the direction sought with a large enough effect; inconclusive = small, poorly fitted or top-dose-only effect, or another doubt; inactive = no such curve, though single readings can be large; an effect the other way counts as inactive or inconclusive.

SMILES	Nrf2 block	A549 viability	Nrf2 ARE act	Mm-Cpn inhibitor	TGFb SMAD3 inh	CCT modulator	S2 tox	HepG2 viability	pAkt inh
CCC(C(=O)NCCC(C)C)N(Cc1ccccc1Cl)C(=O)c1snc(C(N)=O)c1N (stereo unspecified)	-20%	2%	5.6%	-1%	?	3.3	?	6%	i
O=C1OCCC1Sc1nc(-c2ccccc2)cs1 (stereo unspecified)	·	2%	-0.9%	-1%	6%	0.3	i	-51%	i
N#Cc1c(Nc2ccccc2)sc(C(=O)c2ccc(F)cc2)c1N	-6%	-7%	11%	-1%	-9%	-1.2	i	-5%	i
O=S(=O)(c1ccc(OCC(O)CN2CCCCC2)cc1)N1CCOCC1 (stereo unspecified)	?	15%	0.5%	1%	0%	1.3	i	-4%	i
C[C@@H]1CN([C@@H](C)CO)C(=O)c2cc(NS(C)(=O)=O)ccc2O[C@@H]1CN(C)S(=O)(=O)c1ccccc1	?	4%	0.6%	-1%	6%	0.4	i	-13%	i
COc1ccc(OC)c(CNC(=O)C2COc3ccccc3C2)c1 (stereo unspecified)	·	5%	-0.8%	·	-15%	·	i	-6%	·
COc1ccc(N2CCN(S(=O)(=O)CCNC(=O)/C=C/c3ccccc3)CC2)cc1	4%	-6%	-0.7%	-1%	0%	-0.1	i	1%	i
O=C(Cc1cccc2ccccc12)Nc1cc(C(=O)O)cc(C(=O)O)c1	6%	-5%	0.0%	0%	23%	0.9	·	14%	i
CC(C)Nc1nc(SC(C)C(=O)Nc2ccccc2)nc(N(C)C)n1 (stereo unspecified)	-2%	-9%	-0.4%	2%	6%	0.3	i	-20%	i
C=C(C)[C@H]1CC=C(C)/C(=N/NC(=O)CNc2ccccc2OC)C1	9%	1%	-0.2%	-2%	-18%	0.7	i	0%	i
CCn1ccc2cc(S(=O)(=O)N3CCCN(C(=O)Nc4ccccc4F)CC3)ccc21	·	9%	-0.9%	·	-4%	·	i	-1%	·
O=C(CC(c1ccccc1)c1cc(Cl)ccc1O)NCCCN1CCOCC1 (stereo unspecified)	-9%	8%	0.1%	0%	?	1.5	i	-21%	i
CN(C)S(=O)(=O)c1cc(NC(=O)COC(=O)Cc2cccc3ccccc23)ccc1Cl	-6%	7%	0.0%	-6%	1%	-0.8	i	-19%	i
CC1CC(C)CN(CCC(=O)Nc2cccc(Cl)c2)C1 (stereo unspecified)	?	-10%	0.2%	1%	1%	-1.1	i	-24%	i
COc1cccc(N2CCN(C(=O)c3cnn(C(C)(C)C)c3C3CCN(C(=O)OC(C)(C)C)CC3)CC2)c1	11%	3%	-0.9%	·	-25%	·	·	-17%	·
CCc1ccc(OCCCn2c(CCNC(=O)C3CCCCC3)nc3ccccc32)cc1	7%	3%	·	·	-6%	·	·	4%	·
COc1ccc(-c2cc(C(F)(F)F)nc(SCC(=O)N3CCCCC3)n2)cc1	-3%	-1%	0.4%	·	?	·	i	4%	·
CCOc1ccc(OCCC(=O)Nc2ccc(N3CCOCC3)cc2N2CCOCC2)cc1	·	·	-0.9%	·	-11%	1.2	i	-8%	i
C#Cc1ccc(C(=O)Nc2ccc(N3CCC(C)CC3)c(C(N)=O)c2)cc1	14%	13%	-0.7%	-3%	-5%	-1.2	i	1%	i
CCOc1ccc(S(=O)(=O)N2CCOCC2)cc1NC(=O)CSCC(=O)Nc1ccc(C)cc1	-1%	-5%	-0.1%	1%	-2%	-3.6	i	3%	i
CCn1c(SCC(=O)Nc2cc3oc4ccccc4c3cc2OC)nnc1-c1cccs1	-17%	-22%	12%	1%	-11%	1.4	i	-11%	i
O=C(Nc1cccc2ccccc12)c1cccc([N+](=O)[O-])c1	-13%	1%	?	-1%	-6%	1.0	i	-7%	i
O=C(Cc1ccc(Cl)c(Cl)c1)Nc1ccc(SC(F)F)cc1	?	?	2.1%	-1%	?	1.2	?	-77%	i
C/C(=N\NS(=O)(=O)c1ccc(C)c([N+](=O)[O-])c1)c1cc2ccccc2o1	3%	2%	-0.3%	1%	?	-5.3	·	-25%	·
COc1ccc(Cc2nc3ccc(C(=O)N(C)CCn4ccnc4)cc3o2)cc1OC	14%	0%	3.0%	3%	5%	-0.4	i	13%	i
O=C(Cn1cccc1C(=O)c1ccccc1)NCCC1=CCCCC1	-2%	-7%	2.0%	3%	0%	-1.0	i	-1%	i
OCCN1CCN(C(=S)Nc2cccc(C(F)(F)F)c2)CC1	-7%&2%	-6%&3%	-0.6%&-0.6%	1%	7%&-1%	0.5&-2.2	i	-16%&-6%	i
C[C@H](CO)N1C[C@H](C)[C@@H](CN(C)Cc2ccc(Cl)c(Cl)c2)OCCCC[C@H](C)Oc2ccc(NC(=O)CCC(F)(F)F)cc2C1=O	·	·	-1.1%	·	?	-4.5	?	-18%	i
CCC1(c2ccc(F)cc2)NC(=O)N(CC(=O)Nc2ccccc2C)C1=O (stereo unspecified)	-10%	-3%	0.3%	-1%	1%	-2.3	i	8%	i
CC(Oc1cccc(Cl)c1)C(=O)Nc1cc(Cl)ccc1N1CCOCC1 (stereo unspecified)	?	2%	5.6%	0%	-28%	-2.1	i	-22%	i

Reprinted at random: 4 records from the list, in no set order.
SMILES	Nrf2 block	A549 viability	Nrf2 ARE act	Mm-Cpn inhibitor	TGFb SMAD3 inh	CCT modulator	S2 tox	HepG2 viability	pAkt inh
CCOc1ccc(S(=O)(=O)N2CCOCC2)cc1NC(=O)CSCC(=O)Nc1ccc(C)cc1	-1%	-5%	-0.1%	1%	-2%	-3.6	i	3%	i
COc1ccc(-c2cc(C(F)(F)F)nc(SCC(=O)N3CCCCC3)n2)cc1	-3%	-1%	0.4%	·	?	·	i	4%	·
O=C(Cc1ccc(Cl)c(Cl)c1)Nc1ccc(SC(F)F)cc1	?	?	2.1%	-1%	?	1.2	?	-77%	i
C/C(=N\NS(=O)(=O)c1ccc(C)c([N+](=O)[O-])c1)c1cc2ccccc2o1	3%	2%	-0.3%	1%	?	-5.3	·	-25%	·

Continued:
SMILES	Nrf2 block	A549 viability	Nrf2 ARE act	Mm-Cpn inhibitor	TGFb SMAD3 inh	CCT modulator	S2 tox	HepG2 viability	pAkt inh
Clc1ccc2c(c1)nc1n2CCCC1	-10%	2%	0.0%	-7%	17%	-0.9	i	-5%	i
COc1ccc(-c2ccc3nnc(SCC(=O)Nc4ccc(NC(C)=O)cc4)n3n2)cc1	-9%	-3%	-0.5%	?	11%	-2.9	?	-6%	i
Cc1cc(C)n(C(=O)/C(C#N)=N/Nc2cc(Cl)cc(Cl)c2)n1	?	?	-0.1%	-1%	?	-1.6	?	7%	i
Cc1ccc(OCCCC(=O)Nc2ccc(S(=O)(=O)Nc3cc(C)nc(C)n3)cc2)cc1	-8%	1%	-1.5%	-12%	-3%	-0.3	i	2%	i
Cc1ccc(OCC(=O)Nc2ccc(S(=O)(=O)Nc3onc(C)c3C)cc2)cc1	14%	-1%	-0.6%	1%	21%	0.4	i	3%	i
CC1(C)C(=O)Nc2ccccc2N1C(=O)COC(=O)CSc1ccc(Cl)cc1	1%	7%	-0.1%	1%	6%	-2.7	i	4%	i
O=S(=O)(Nc1ccccc1O)c1ccc(-c2ccccc2)cc1	?	-9%	9.0%	-2%	?	-0.7	?	-48%	i
CC1CCCC(NC(=O)C2c3ccccc3C(=O)N2Cc2cccs2)C1C (stereo unspecified)	-16%	-15%	-0.2%	-2%	-6%	1.1	i	-18%	i
O=C(Nc1nncs1)C1CC(=O)N(CCc2ccc(F)cc2)C1 (stereo unspecified)	?	1%	-1.5%	0%	0%	0.3	i	-1%	i
Cc1ccc(-c2c3c(=O)n(C)c(=O)n(C)c3cn2N2CCOCC2)cc1	-13%	0%	0.5%	0%	6%	1.0	i	-18%	i
CCCCOC(=O)/C=C/c1ccc(OC(=O)OC)c(OC(=O)OC)c1	7%	-18%	18%	0%	0%	-1.7	i	-12%	i
CCOC(=O)c1c(NC(=O)CSc2cn(CCNC(=O)c3ccccc3OC)c3ccccc23)sc2c1CCC2	0%	4%	-0.8%	·	?	·	i	-1%	·
CCCCN(C(=O)c1cc(S(=O)(=O)N2CCCCC2)ccc1Cl)c1c(N)n(CCC)c(=O)[nH]c1=O	13%	-13%	-0.4%	·	0%	-1.2	?	15%	i
C=CCOc1ccccc1C1C2=C(CC(C)(C)CC2=O)Nc2c1c(=O)n(C)c(=O)n2C (stereo unspecified)	7%	1%	1.8%	-11%	-7%	-1.6	i	7%	i
Cc1ccc(NC(=O)c2sc3ncn(CC(=O)N4CCN(c5ccccn5)CC4)c(=O)c3c2C)cc1	·	·	2.8%	·	-12%	-1.8	i	-7%	i
COc1ccc(-c2cc(C(F)(F)F)n3nc(C(=O)N4CCOCC4)nc3n2)cc1	1%	-5%	0.2%	-1%	?	0.6	i	-18%	i
C/C=C/C(=O)Nc1nnc(-c2ccccc2C)s1	-11%	-17%	6.2%	3%	-4%	-1.3	i	2%	i
CCC(CO)NCc1ccc2c(c1)n(C)c(=O)n2C (stereo unspecified)	-3%	·	0.1%	-2%	0%	-3.7	i	-8%	i
CC1CCN(S(=O)(=O)N2CCC(C(=O)NCc3cccs3)CC2)CC1	-3%	-2%	-0.5%	3%	-19%	0.6	?	0%	i
Cc1ccc(NC(=O)c2sc3nc(-c4ccncc4)ccc3c2N)cc1	10%	12%	4.8%	·	51%[activator]	·	i	0%	·
Cn1c(=O)c2c(nc(SCCN3CCCCC3)n2C)n(C)c1=O	4%	3%	-0.5%	-2%	-9%	0.2	?	-12%	i
C[N+]1(C)CC2([N+](=O)[O-])CC=C(Oc3ccccc3)C([N+](=O)[O-])(C2)C1 (stereo unspecified)	0%	-1%	-0.3%	3%	0%	-3.4	i	31%	i
CC(C)(C)NC(=O)C1c2ccccc2OCC(=O)N1CC(F)(F)F (stereo unspecified)	·	·	-0.2%	·	·	0.3	i	·	i
